Screening data (PubChem BioAssay)
yeast mlh1 rad18 – NCI yeast anticancer drug screen, S. cerevisiae mlh1 rad18 strain; growth inhibition, % at 50 µM; 79,000 tested, 11% active;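 further: 0% = growth of vehicle-only cultures of the same strain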
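Growth inhibition of the yeast strain was measured after compound exposure and expressed relative to vehicle-treated controls. The strain carries defined defects in DNA damage repair.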
yeast bub3 – NCI yeast anticancer drug screen, S. cerevisiae bub3 mutant strain | 78,000 tested, 9.9% active | growth inhibition, % at 50 µM;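 further: 0% = growth of vehicle-only cultures of the same strain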
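Mutant yeast screening strain plus compound; vehicle-treated cultures serve as the 0% inhibition reference.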
yeast mec2-1 – NCI yeast anticancer drug screen, S. cerevisiae mec2-1 strain; growth inhibition, % at 50 µM; 79,000 tested, 9% active;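 further: 0% = growth of vehicle-only cultures of the same strain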
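Test agents were screened against the mec2-1 yeast strain, with defined DNA repair or cell cycle alteration. Growth was scored as inhibition against vehicle-only controls.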
sgs1 mgt1 – NCI yeast anticancer drug screen, S. cerevisiae sgs1 mgt1 strain | % growth inhibition at 50 µM | 78,000 tested, 10% active;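 further: 0% = growth of vehicle-only cultures of the same strain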
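Inhibition of yeast growth, normalised to vehicle-treated controls, is reported for a strain bearing genetic alterations in DNA damage repair.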
yeast rad50 – NCI yeast anticancer drug screen, S. cerevisiae rad50 strain | 79,000 tested, 10% active | AID 155, 2004 | % growth inhibition at 50 µM;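 further: 0% = growth of vehicle-only cultures of the same strain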
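Readout: growth inhibition relative to vehicle-treated cultures. Compound exposure was carried out in a genetically defined yeast strain deficient in DNA damage repair.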
yeast cln2 rad14 – NCI yeast anticancer drug screen, S. cerevisiae cln2 rad14 strain | % growth inhibition at 50 µM | 78,000 tested, 8.3% active | AID 165, 2004;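 further: 0% = growth of vehicle-only cultures of the same strain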
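Strain: cln2 rad14 yeast, altered in cell cycle control and DNA damage repair. Read-out: growth inhibition vs vehicle.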
* marks the source's active call; other numbers are inactive results; · = no result given; & = joins results of further samples. No stated cut-off is given here; in the data, active means growth inhibition above about 70%; inactive means the rest. Rows are unselected. About 14% of those tested had a hit in this group.

Second line of a record – yeast mlh1 rad18, yeast bub3, yeast mec2-1, sgs1 mgt1, yeast rad50, yeast cln2 rad14
CC(=O)OCC(COC(C)=O)(CN1C(=O)c2ccccc2C1=O)CN1C(=O)c2ccccc2C1=O
  20.1, 7.8, -18.6, -2.5, 7.5, 6.5
O=C1CC2CCCCC2=C1O (stereo not given)
  13.8, -3.1, -11.2, 14.1, 18.4, 17.9
COc1ccc(-n2nc(C)ccc2=O)cc1
  -1.4, 0.1, 0.6, 6.8, 2.2, -16.8
CCC(CC)=NNC(N)=O
  -8.7, -5.0, -10.8, -25.3, -7.0, -16.4
C/C=C(\c1ccccc1)N1CCOCC1
  5.2, 7.1, -9.2, -8.6, 17.9, -37.5
CCOC(=O)CC(c1ccccc1)C(C#N)(c1ccccc1)N(C)C (stereo not given)
  33.5, 30.4, 19.5, 40.8, 27.9, 18.0
CCOC(=O)c1nnsc1NC(=O)Nc1ccc(Cc2ccc(NC(=O)Nc3snnc3C(=O)OCC)cc2)cc1
  10.3, 5.5, 8.2, 12.2, -14.3, 18.3
CCOC(=O)/C=C/c1ccc(F)cc1
  10.9, 20.8, 2.0, 18.1, 27.6, 11.2
CC(=O)Nc1ccc(/C=C2\N=C(c3cccc(Cl)c3)OC2=O)cc1
  1.6, 0.0, -4.7, -10.2, 0.4, 0.8
CC1=NN(c2ccccc2)C(=O)/C1=C/c1c(O)cc(O)cc1O
  15.1, ·, 12.7, ·, 4.2, ·
CS(=O)(=O)OCCN(CCOS(C)(=O)=O)c1ccc(C=Nc2ccc(-c3csc(-c4ccc(Br)cc4)n3)cc2)cc1
  96.0*, 74.8*, 97.2*, 94.2*, 94.0*, 81.2*
CC(CN(C)C)C(=O)/C=C/c1ccc(Cl)cc1 (stereo not given)
  18.4, -13.7, 19.0, 1.8, 20.0, 2.8
C=Cc1ccc(Br)cc1
  26.1, -1.1, -6.7, 7.2, 8.3, -18.3
COc1ccc2cc3n(c(=O)c2c1OC)CCc1cc2c(cc1-3)OCO2
  -0.5, 2.8, -20.7, 14.2, 11.9, 25.4
N#C/C=C1\C=CC(O)C(O)C1OC1OC(CO)C(O)C(O)C1O (stereo not given)
  -62.7, 12.9, 7.3, 37.9, 21.6, 27.6
O=C(Nc1cccc([N+](=O)[O-])c1)Nc1cccc(C(F)(F)F)c1
  10.6, 23.8, 4.7, 14.7, 24.8, 16.8
COCCOCCOC(=O)C(C)O (stereo not given)
  12.2, 13.4, 30.9, 17.9, 24.9, 12.7
O=C(O)c1cc(-c2ccc(Cl)c(Cl)c2)nc2cc3ccccc3cc12
  56.8, 55.7, 52.6, 58.8, 56.4, 49.2
Fc1cccc(-c2nnc(-c3cccc(F)c3)o2)c1
  -4.8, -2.6, -10.1, -6.9, 12.7, -38.0
O=C(Cc1ccccc1)NN1C(=O)C(Cl)C1c1cc(Br)ccc1O (stereo not given)
  15.6, 25.2, 30.1, 29.6, 21.0, -20.6
CC1CCCCC12C(C#N)(C#N)C2(C#N)C#N (stereo not given)
  99.3*, 99.4*, 99.3*, 99.5*, 99.2*, 99.2*
CCOC(=O)Cc1ccc(OC)c(OC)c1
  1.4, -2.8, -7.0, 3.9, 3.5, -17.1
CC1=C(C)CC(C#N)(C#N)C(C#N)(C#N)C1
  75.3*, 58.7, 79.6*, 82.2*, 83.9*, 38.1
O=C(O)/C=C(/C(=O)O)c1cccn1Cc1ccccc1
  16.4, 13.4, 14.2, 19.6, 6.7, 17.4
CSc1ccc(NC(=O)CCc2ccccc2)cc1
  24.1, 41.5, 6.5, 13.2, 7.7, -4.0
C=Nc1ccc(Nc2ccccc2)cc1
  3.3, -1.6, -5.2, -2.4, 5.7, -3.2
O/N=C/c1cc(Cl)cc(Cl)c1O
  97.8*, 73.5*, 95.1*, 98.0*, 97.7*, 96.7*
O=c1[nH]c(=O)n(C2OC(CO)C(O)C(O)C2O)cc1F (stereo not given)
  -49.9, -34.7, -4.2, -25.6, 22.4, 0.6
O=C(O)C1c2ccccc2-c2c(-c3ccccc3)cccc21 (stereo not given)
  3.2, -0.7, 15.4, 0.1, -1.2, 2.9
Cc1nc(N)nc(CCC(=O)Nc2cccc(C(F)(F)F)c2)c1-c1ccc(Cl)cc1
  11.1, -3.6, -2.9, 6.7, 12.2, 7.5

Three compounds picked at random from the list so far:
Second line of a record – yeast mlh1 rad18, yeast bub3, yeast mec2-1, sgs1 mgt1, yeast rad50, yeast cln2 rad14
O=c1[nH]c(=O)n(C2OC(CO)C(O)C(O)C2O)cc1F (stereo not given)
  -49.9, -34.7, -4.2, -25.6, 22.4, 0.6
CC(=O)OCC(COC(C)=O)(CN1C(=O)c2ccccc2C1=O)CN1C(=O)c2ccccc2C1=O
  20.1, 7.8, -18.6, -2.5, 7.5, 6.5
O=C(Nc1cccc([N+](=O)[O-])c1)Nc1cccc(C(F)(F)F)c1
  10.6, 23.8, 4.7, 14.7, 24.8, 16.8

The results go on.
Second line of a record – yeast mlh1 rad18, yeast bub3, yeast mec2-1, sgs1 mgt1, yeast rad50, yeast cln2 rad14
O=S1(=O)CCC/C1=C\c1ccccc1
  -0.8, 6.7, 8.0, -1.5, -1.4, -23.8
CC/C(C)=N/NS(=O)(=O)c1ccc(N)cc1
  0.3, 8.1, 1.1, 4.1, 4.0, -6.2
O=C(Nc1cccc2c(=O)[nH][nH]c(=O)c12)c1ccc([N+](=O)[O-])cc1
  31.8, -12.2, 13.0, 16.4, 6.7, -24.6
Cn1c(=O)ccc2c(=O)c3ccccc3oc21
  -73.0, -52.8, 8.0, -6.0, 30.1, -22.2
CCOc1c(N=Nc2ccc(Cl)cc2Cl)c(C)nn1C(=S)SC
  19.6, -0.5, 16.1, 25.9, 41.4, 15.5
O=[N+]([O-])c1cccc(NCn2c(=S)sc3ccccc32)c1
  -24.4, -11.9, -21.1, 2.7, -28.7, -8.2
Cn1cccc(C(=O)c2ccccc2)c1=O
  4.6, -14.6, -6.3, -12.6, -8.8, 0.2
COc1cc(O)c(C(=O)CC(C)=O)c(OC)c1
  -11.7, 10.9, -14.8, -3.7, -14.9, -0.9
NC(=O)c1cccc2c1OCO2
  -5.2, -0.6, 9.7, -7.3, -8.8, -10.6
FC(F)(F)c1ccccc1NC(=S)SCc1ccc2c(c1)OCO2
  99.0*, 98.3*, 99.0*, 99.0*, 98.8*, 98.0*
c1cc2c3c(c1)c1cc4c(cc1c[n+]3CCC2)OCO4
  32.5, 9.2, 33.0, 23.6, 4.8, 13.8
COc1cc2c(cc1OC)C1CNC(=O)C1C(c1ccccc1)C2 (stereo not given)
  -11.1, -9.1, 9.3, -9.8, -6.6, -7.9
CN(C)N=Nc1ccc(Cl)cc1C(=O)O
  41.0, 17.9, 12.3, 20.7, 14.8, 2.2
O=C1S/C(=C2\C(=O)N(CN3CCCCC3)c3ccc(Br)cc32)C(=O)N1CN1CCCCC1
  22.2, -1.6, -2.9, 9.3, 37.4, -2.0
O=[N+]([O-])c1ccc(S(=O)(=O)n2cccc2)cc1
  -19.8, 3.6, 8.8, -8.1, 0.9, -20.9
Cn1c2c(c(=O)c3c4[nH]c5c(c(=O)c4ccc31)CCCC5)CCCC2
  3.6, -5.0, 3.7, -15.1, -10.2, -5.7
COc1cc(N=Nc2cc(NC(C)=O)c(N=Nc3ccc(C(=O)O)cc3)cc2S(=O)(=O)O)c(C)cc1N=Nc1ccc(NC(=O)c2ccc(N)cc2)cc1C
  58.5, 10.6, 28.4, 57.6, 27.9, -8.2
COc1ccc2cc1Oc1ccc(cc1)CC1c3c(cc(OC)c4c3Oc3cc5c(cc3O4)CCNC5C2)CCN1C (stereo not given)
  -25.1, -38.8, -31.6, -12.2, -15.9, -1.1
CCOC(=O)/C=C/C(=O)N(C)c1ccccc1
  -18.6, -12.7, -7.2, -5.3, -12.2, -0.5
CC1=NN(C(N)=O)C(C)(C)C1
  -23.4, -13.2, -6.2, -33.4, -21.2, -15.2
CC(C)C(=O)Nc1ccc(Cl)c(Cl)c1
  58.1, -4.0, 6.3, 44.3, 33.9, 41.2
C1CCCCC/C2=C(\CCCC1)CSCCCS2
  -36.5, 0.6, -19.9, -16.1, -25.8, -14.6
CSc1nc(SC)c2cnn(CC3CO3)c2n1 (stereo not given)
  39.5, -20.1, -15.2, 60.8, 44.2, 11.1
CC(=O)NC(=S)NC(C)=O
  -8.7, -3.2, -16.4, -13.9, -4.5, 8.1
COc1ccc(C(=O)Nc2ccccc2[N+](=O)[O-])cc1
  16.2, 19.2, 8.3, 10.4, -1.1, 48.5
O=C1Cc2ccccc2C2(CCCCC2)O1
  -7.2, -10.0, -5.0, 9.1, -4.8, -67.7
CCN(CC)c1ccc2cc(C(=O)NC(=O)Oc3ccccc3)c(=O)oc2c1
  9.3, -3.2, -5.5, -6.0, 25.1, 25.1
COc1ccc(CNc2nc3ccccc3nc2-c2cccs2)cc1
  -1.9, -8.3, 1.9, -25.7, -12.3, 13.4
CC(C)Cc1cc(-c2cc(CC(C)C)on2)no1
  5.2, -7.8, -7.8, 1.4, 1.5, -9.9
COc1cccc(CNc2ccc(C)cc2C)c1OC
  21.2, ·, -10.8, ·, 27.7, ·
O=c1[nH]c(=O)n(C2CC(O)C(CO)O2)cc1/C=C/Br (stereo not given)
  -18.1, 7.3, -9.2, -8.9, -17.9, -5.4
CCC(c1cccc(C(=O)O)c1)C(C(C)=O)c1ccc(O)cc1 (stereo not given)
  -5.0, 4.0, -20.5, -6.1, 0.8, -22.5
CCCCCCCC/C=C\CCCCCCCCOC(=O)CC(O)C(=O)OCCCCCCCC/C=C\CCCCCCCC (stereo not given)
  -17.2, -9.8, -4.0, -7.5, -22.6, -22.9
CCC(O)(c1ccc(OC)cc1)C(c1ccccc1)c1ccccn1 (stereo not given)
  -0.7, 2.8, -8.8, 6.5, -1.3, -16.5
C[C@@]12C[C@@H](c3ccccc3O1)N1CCSC1=N2
  34.9, 23.9, 7.1, 29.4, 41.1, 16.6
C=CC(=O)NC12CC3CC(CC(C3)C1)C2
  0.1, -15.6, -0.3, -8.1, -4.5, -23.9
Cc1ccc(S(=O)(=O)NNC2Oc3cc4c(cc3C(c3ccccc3O)C2C)OCO4)cc1 (stereo not given)
  96.2*, 96.2*, 95.7*, 95.7*, 97.4*, 97.0*
CC12CC(=O)OC(C1)C(=O)c1ccccc12 (stereo not given)
  -3.1, 1.7, 16.1, 2.9, 8.9, 4.5
COc1ccc2c(c1)CCCN2c1c2ccccc2nc2cc(Cl)ccc12
  -5.2, -11.2, -3.2, 17.9, -3.8, 3.1
CCN(CC)CC(C)(C)C(=O)/C=C/c1ccc(Cl)cc1
  -3.5&37.8, 3.0&15.3, 22.8&-6.0, 22.6&15.0, 5.4&16.6, -15.6&20.8
COc1c(Cl)ncnc1Cl
  23.9, 26.6, 18.4, 4.5, -6.7, 5.0
CC(C)CC(NC(=O)COc1c(Cl)cc(Cl)c(Cl)c1Cl)C(=O)O (stereo not given)
  25.9, 1.0, -8.6, -32.6, 13.0, 3.4
CCc1cccc(CC)c1NC(=O)C1=C(C)NC(C)=C(C(=O)Nc2c(CC)cccc2CC)C1c1ccc([N+](=O)[O-])cc1
  -5.7, -3.4, 18.1, -13.4, -16.1, -13.1
CC1=Cc2cc(C)cc(C)c2C1=O
  10.7, -5.3, 3.0, 8.0, 9.9, -16.8
CC(Cl)(CCC(Cl)C(C)(C)Cl)C(=O)CBr (stereo not given)
  93.2*, 92.3*, 92.7*, 92.8*, 89.0*, 91.3*
CCC/C=C(/C=O)CC
  -14.8, -17.4, -0.8, -11.5, -6.1, -51.2
CCOC(CC(=O)NCCNC(C)=O)OCC
  43.1, 18.4, 4.6, 7.2, 38.0, 2.0
O=C(/C=C/c1ccccc1)c1ccccc1O
  45.6, 49.1, 99.2*, 46.0, 98.5*, 53.6
NC1c2ccccc2Nc2ccccc21
  66.9, 54.0, 57.2, 37.3, 61.2, 54.8
NC(N)=NCCCC1NC(=S)N(c2ccccc2)C1=O (stereo not given)
  27.9, 16.4, 11.9, -6.0, 9.6, -1.8

An excerpt of these results, in markdown:
| Structure | yeast mlh1 rad18 | yeast bub3 | yeast mec2-1 | sgs1 mgt1 | yeast rad50 | yeast cln2 rad14 |
| --- | --- | --- | --- | --- | --- | --- |
| CC(C)CC(NC(=O)COc1c(Cl)cc(Cl)c(Cl)c1Cl)C(=O)O (stereo not given) | 25.9 | 1.0 | -8.6 | -32.6 | 13.0 | 3.4 |
| CCc1cccc(CC)c1NC(=O)C1=C(C)NC(C)=C(C(=O)Nc2c(CC)cccc2CC)C1c1ccc([N+](=O)[O-])cc1 | -5.7 | -3.4 | 18.1 | -13.4 | -16.1 | -13.1 |
| CC1=Cc2cc(C)cc(C)c2C1=O | 10.7 | -5.3 | 3.0 | 8.0 | 9.9 | -16.8 |
| CC(Cl)(CCC(Cl)C(C)(C)Cl)C(=O)CBr (stereo not given) | 93.2* | 92.3* | 92.7* | 92.8* | 89.0* | 91.3* |
